# Screens from PubChem.
# TRPC6 act: activators of mouse TRPC6 channel; B-score at 10 µM; Q61143; HEK293-TRPC6 membrane potential dye fluorescence; hits give high values; actives 0.13% (n = 310,000);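 active = B-score of the integrated fluorescence ratio above library mean plus 3 SD, and starting fluorescence ratio within library mean plus 5 SD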;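 also: higher score means more depolarization so channel activation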
# IEC-6 cytotox: kills IEC-6 intestinal cells in KLF5 counter-screen; inhibition, % at 5 µM; actives 0.78% (n = 290,000); IEC-6 cytotoxicity, luminescence viability; in the data active = inhibition above about 22%;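 also: 0% = plate median of test compound wells and 100% = cytotoxic reference compound wells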
# TRPC4 PAM: allosteric potentiators of mouse TRPC4 channel; HEK293 TRPC4beta/mu-opioid, DAMGO EC20, Fluo-4 Ca2+ flux; hits give high values; B-score at 10 µM; actives 0.42% (n = 310,000);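 active = B-score of calcium response area above 5 SD of library B-scores, with initial fluorescence ratio within 5 SD of library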;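 also: B-score of integrated fluorescence ratio over time as area under calcium response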
# TRPC6 inh: inhibitors of mouse TRPC6 channel; Q61143; HEK293-TRPC6, membrane potential dye, ACh-evoked depolarization; hits give low values; B-score at 10 µM; actives 1.1% (n = 310,000); AID 2553;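 active = B-score under library mean minus 3 SD, initial fluorescence not abnormally high, positive integrated signal ratio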;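 also: B-score derived from integrated fluorescence ratio over the kinetic read; more negative B-score means stronger inhibition of depolarization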
# HIF activator: HIF pathway transcriptional activation; U2OS HRE-luciferase reporter, luminescence; normalized: DMSO 0%, desferrioxamine 100%; activation, % at 7.5 µM (by protocol); actives 0.32% (n = 300,000); AID 1910;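 active = mean activation of at least 10% of the iron chelator positive control signal, with at least half of replicates also reaching 10%; inconclusive = mean and replicate majority disagree about reaching 10%; inactive = mean and most replicates under 10%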
# TRPC4 act: TRPC4 (mouse) channel activation. actives 0.49% (n = 310,000). AID 2237. HEK293 TRPC4beta/mu-opioid, Fluo4 calcium fluorescence; hits give high values. B-score at 10 µM;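 active = B-score above 5 SD of library B-scores, and initial fluorescence ratio not above library mean plus 5 SD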;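 also: positive B-score marks a calcium rise read as TRPC4 activation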
#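 Material: TRPC4beta and mu-opioid receptor HEK293 stable cells | Incubation: 45 min room-temperature Fluo4 loading, 110 s read | Detection: Kinetic Fluo4 calcium fluorescence | Measure: Integrated baseline-normalised fluorescence ratio, converted to per-well B score | Benchmarks: Low control buffer alone, high control maximal DAMGO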
# MrgX1 antagonist: human MrgX1 receptor antagonism, primary screen; MRGX1-HEK293 calcium flux, Fluo-4, BAM8-22 antagonism; hits give low values; B-score at 10 µM; actives 1.3% (n = 310,000); AID 588676;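 active = calcium-response B-score plate-corrected more than 3 library SD below zero, starting fluorescence within 5 deviations, no agonist response on first addition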;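 also: peak minus trough fluorescence over baseline after final BAM8-22 challenge near maximal dose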
# Target sequence (Q96LB2 whole entry, looked up): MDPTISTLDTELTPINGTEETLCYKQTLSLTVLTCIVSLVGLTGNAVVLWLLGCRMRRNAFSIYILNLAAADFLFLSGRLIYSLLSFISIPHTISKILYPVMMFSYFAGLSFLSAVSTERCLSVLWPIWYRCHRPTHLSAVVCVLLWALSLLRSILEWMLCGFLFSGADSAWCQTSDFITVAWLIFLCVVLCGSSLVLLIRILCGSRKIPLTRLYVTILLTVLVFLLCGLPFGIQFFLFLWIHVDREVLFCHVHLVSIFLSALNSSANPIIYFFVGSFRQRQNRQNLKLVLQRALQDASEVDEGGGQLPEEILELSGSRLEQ
# KLF5 inh: suppresses KLF5 promoter-driven expression | AID 1700 | inhibition, % at 5 µM | DLD-1 KLF5 promoter-luciferase reporter, luminescence | actives 0.23% (n = 290,000);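 active = inhibition above a per-plate limit of that plate's mean compound inhibition plus 3 SD, cut at about 60% in these data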;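 also: 0% = DMSO wells and 100% = LY294002 at 200 µM; higher means less KLF5 promoter-driven luciferase light; inactives centre near -14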
# aSyn 5UTR inh: 5' untranslated region of α-synuclein, MLPCN primary screen | alpha-synuclein 5'UTR reporter, inhibitor activity | inhibition, % (tested at 7.5 µM) | actives 0.82% (n = 300,000) | AID 1813; in the data active = inhibition above about 60%; inconclusive = no clear call, values can overlap the other calls;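 also: H4 neuroglioblastoma cells stably carrying SNCA 5'UTR luciferase fusion; 0% = DMSO wells and 100% = positive control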
# TRPC4 inh: TRPC4 (mouse) channel inhibition; HEK293 TRPC4beta/mu-opioid, DAMGO-evoked Fluo4 calcium flux; hits give low values; B-score at 10 µM; actives 0.39% (n = 300,000); AID 2247;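 active = B-score over 3 SD under the library average, no early fluorescence shift, positive overall ratio signal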
#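 test system = HEK293 cells with stable TRPC4beta plus mu-opioid receptor expression | detection = Fluo4 Ca2+ flux fluorescence | read-out = integrated fluorescence ratio relative to baseline, converted to per-well B score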
# SKKanGAS inh: SKKanGAS growth inhibition | inhibition, % at 7.5 µM | S. pyogenes SKKanGAS, kanamycin growth, BacTiter-Glo, 6 h | actives 1.3% (n = 300,000) | AID 1662;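 active = mean replicate score, as percent of positive control median, at least 50; inconclusive = mean below 50 but one replicate at or above 50; inactive = mean and every replicate below 50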;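 also: strain carries kanamycin resistance gene driven by streptokinase promoter and grows in 40 µg/ml kanamycin; loss of luminescence reflects streptokinase promoter inhibition or plain growth inhibition; 0% = median of DMSO wells and 100% = positive control at its reference dose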
# * hit, by the source's call; i = inactive; ? = inconclusive; / = no result given.
SMILES,TRPC6 act,IEC-6 cytotox,TRPC4 PAM,TRPC6 inh,HIF activator,TRPC4 act,MrgX1 antagonist,KLF5 inh,aSyn 5UTR inh,TRPC4 inh,SKKanGAS inh
COc1ccccc1CNC(=O)Cc1ccc(C)cc1,i,2,i,i,0.2,i,i,-33,-11,i,2
COc1ccc(-c2csc(-c3ccccc3)n2)c(OC)c1,i,0,i,i,1.1,i,i,-136,-202,i,27
NNC(=O)c1nc[nH]c1C(=O)Nc1ccccn1,i,0,i,i,0.4,i,i,-18,39,i,?
Clc1ccc(OCCCCCN2CCCC2)c(Br)c1,i,-2,i,-5.1*,-0.2,i,i,-73,-11,i,-1
COc1ccc(-c2nn(-c3ccccc3)cc2N)cc1,i,-5,i,i,2.2,i,i,-167,-167,i,0
Cn1c(N)c(C(=O)COC(=O)CCc2nc3ccccc3s2)c(=O)n(C)c1=O,i,-3,i,i,-0.4,i,i,0,12,i,-1
CCOC(=O)c1cnc(SCc2nc(N)nc(Nc3ccccc3OC)n2)nc1N,i,2,i,i,0.7,i,i,-6,0,i,-5
O=C(Cc1ccccc1)N[C@@H](Cc1ccccc1)C(=O)O,i,1,i,i,0.2,i,i,-11,2,i,3
COc1cc(/C=C(\C#N)c2ccccn2)ccc1OCc1ccccc1,i,2,i,i,0.7,i,i,-6,-24,i,-5
COc1ccc(-n2c(C)c(C(C)=O)c(C(C)=O)c2C)cc1,i,1,i,i,-0.1,i,i,-19,24,i,6
S=c1[nH]nc(CCSCc2ccccc2)n1-c1ccccc1,i,-7,i,i,-0.3,i,i,-4,-7,i,-3
NNc1nc2ccc(Cl)cc2s1,i,11,i,i,1.9,i,i,5,-140,i,-4
O=Cc1cn(CC(=O)Nc2ccc(F)cc2)c2ccccc12,i,6,i,i,0.0,i,i,-23,-20,i,10
c1ccc2c(c1)Sc1ccccc1-n1cnnc1-2,i,-3,i,i,0.0,i,i,-14,6,i,0
COc1ccc(C(=O)NN2C(=O)C3C(c4ccccc4)C=CC(c4ccccc4)C3C2=O)cc1 (stereo not drawn),i,2,i,i,-0.5,i,i,-24,-8,i,20
Cc1ccccc1-c1ccc(C=Nc2c(C)n(C)n(-c3ccccc3)c2=O)o1,i,-6,i,i,-0.9,i,i,-13,7,i,2
COC(=O)c1cc(NC(=O)CSc2nnc(CN3CCOCC3)n2C)ccc1Cl,i,0,i,i,-32,i,i,-18,15,i,16
CCCC1CCC(=NNC(=O)CNc2ccc(OC)cc2)CC1 (stereo not drawn),i,-8,i,i,-0.4,i,i,1,-5,i,-4
COc1cc(C(=O)Nc2ccc3c(c2)CCN3C(C)=O)cc(OC)c1OC,i,40*,i,i,0.2,i,i,28,97*,i,-4
O=c1[nH]c2ccccc2c(O)c1-[n+]1ccccc1,i,-7,i,i,-0.2,i,i,7,1,i,10
Cc1ccc(-n2ncc3c2CCCC3NC(=O)CSc2ccccn2)cc1C (stereo not drawn),i,4,i,i,0.3,i,i,-8,-6,i,10
COc1nn(CC(=O)N2N=C(C(F)F)CC2(O)C(F)F)cc1[N+](=O)[O-] (stereo not drawn),i,2,i,i,0.0,i,i,-18,4,i,8
CCCOc1ccc(/C(O)=C2/C(=O)C(=O)N(CCCn3ccnc3)C2c2ccc(C)o2)cc1 (stereo not drawn),i,-1,i,i,-0.3,i,i,9,-76,i,-4
S=C(NCc1ccc2c(c1)OCO2)Nc1ccc(-c2nc3ccccc3[nH]2)cc1,i,8,i,i,1.4,i,i,-24,10,i,6
Cc1ccc(CNC(=O)CN2CCN(Cc3ccc(C)cc3)C2=O)cc1,i,3,i,i,-0.2,i,i,10,-10,i,-5
COc1ccc(/C=C/C(=O)Nc2sc3c(c2C(=O)NCc2cccnc2)CCCC3)cc1,i,-1,i,i,-0.2,i,i,-12,1,i,39
O=C(CCc1nnc(-c2ccsc2)o1)N1CCc2c(Cl)cccc2C1,i,-2,i,i,0.5,i,i,-35,-65,i,-10
O=C(O)CN1C(=O)S/C(=C\c2cccnc2)C1=O,i,7,i,i,0.1,i,i,1,7,i,-3
COC(=O)CSc1nc(N)c2c3c(sc2n1)CCCC3,i,2,i,i,0.5,i,i,-37,-35,i,-4
COc1ccc(OC)c(S(=O)(=O)Nc2cccc(F)c2)c1,i,2,i,i,0.3,i,i,-6,2,/,0
COC(=O)C(Cc1ccc(OC(=O)c2ccccc2C)cc1)N1Cc2ccccc2C1=O (stereo not drawn),i,-6,i,i,2.0,i,i,-159,-142,i,1
COc1ccc(NC(=O)c2ccc3c(c2)C(=O)N(CC2CCCO2)C3=O)cc1 (stereo not drawn),i,2,i,i,-0.2,i,i,-1,10,i,9
CCn1cc(C(=O)N[C@@H](C)C(=O)OC)c(=O)c2cc3c(cc21)OCO3,i,2,i,i,1.1,i,i,-30,-3,i,0
CC(C)Cn1c(-c2ccccc2F)n[nH]c1=S,i,-4,i,i,-0.4,i,i,12,-8,i,-5
O=C(NCc1ccc(F)cc1)c1cc2c(s1)CCCC2,i,3,i,i,1.3,i,i,-2,-47,i,2
CO/C(N)=C(\C#N)N=Cc1ccccc1Cl,i,1,i,i,1.8,i,i,-53,-30,i,2
O=C(O)CC1=C(Nc2ccccc2)C(=O)N(c2ccccc2)C1c1ccc(Cl)cc1 (stereo not drawn),i,-4,i,i,1.6,i,i,-31,-40,i,6
NC(=O)C(c1ccccc1)C1CCCCC1 (stereo not drawn),i,-5,i,i,-0.1,i,i,-51,0,i,3
Cc1cccnc1NC(=O)Nc1ccc(Cl)cc1,i,-4,i,i,4.7,i,i,-128,-84,i,1
Cc1ccccc1CN(c1ccc(C(=O)NCC2CCCO2)cc1)S(C)(=O)=O (stereo not drawn),i,-3,i,i,-0.9,i,i,-4,23,i,-4
CCOC(=O)C(=Cc1ccc(-n2cncn2)cc1)C(=O)OCC,i,-8,i,i,1.2,i,i,-4,-58,i,-7
COc1cc([N+](=O)[O-])ccc1NC(=O)CSc1nnc(C)c(C)n1,i,7,i,i,-1.5,i,i,-36,26,i,1
Cc1ccc(Cl)cc1NC(=O)CC(O)(C(F)(F)F)C(F)(F)F,i,7,i,-8.1*,-0.1,i,i,-20,9,i,12
COc1ccccc1C1CN(c2ccc(F)cc2F)N=C1c1cccs1 (stereo not drawn),i,2,i,i,-0.1,i,i,-19,9,i,32
C/C(=N\Nc1ccc([N+](=O)[O-])cc1[N+](=O)[O-])C(C)(C)C(C(=O)O)C(=O)O,i,6,i,i,-0.7,i,i,-18,1,i,0
O=C(Nc1cc(C(F)(F)F)ccc1Cl)C(Sc1nnc(-c2cccs2)o1)c1ccccc1 (stereo not drawn),i,3,i,i,1.0,i,i,-25,-109,i,10
CCCN1C(=O)c2cc(C(=O)NC3CCCCCC3)ccc2C1O (stereo not drawn),i,7,i,i,/,i,i,-88,-81,i,-1
Cc1ccccc1CSc1nnc(C)c(=O)[nH]1,i,3,i,i,0.0,i,i,-16,4,i,0
COc1ccc(Nc2nc(N3CCCCC3)nc(N3CCCCC3)n2)c(OC)c1,i,/,i,i,-0.1,i,i,/,5,i,3
CC(C)=C1C2CCC1C1C(=O)N(c3nc(-c4ccc(C(C)C)cc4)c(C)s3)C(=O)C21 (stereo not drawn),i,2,i,i,0.4,i,i,-18,-12,i,11

# The list continues:
SMILES,TRPC6 act,IEC-6 cytotox,TRPC4 PAM,TRPC6 inh,HIF activator,TRPC4 act,MrgX1 antagonist,KLF5 inh,aSyn 5UTR inh,TRPC4 inh,SKKanGAS inh
O=c1cc(Cl)c2ccccc2n1-c1ccccc1,i,2,i,i,-0.4,i,i,-21,6,i,1
CC(=O)N(C(C)=O)c1cccc2c(N(C(C)=O)C(C)=O)cccc12,i,3,i,i,0.1,i,i,-32,25,i,-1
Cc1cc(SCC(=O)NCCC2=CCCCC2)nc2ccccc12,i,6,i,i,0.3,i,i,-16,-5,i,-1
Cc1noc(C)c1COc1ccccc1C(=O)N(C)CC(=O)Nc1ccc(Cl)c(Cl)c1,i,/,i,i,-0.3,i,i,/,6,i,0
O=C(NCCN1CCN(C(=O)c2ccc([N+](=O)[O-])cc2)CC1)C(=O)NCc1ccccc1,i,-2,i,i,-0.5,i,i,-14,18,i,-4
CC(C)(C)CN1CCNC[C@H]1Cc1ccc(O)cc1,i,/,i,i,0.7,i,i,/,-15,i,0
CN(CCc1cnn(C)c1)Cc1cn[nH]c1-c1ccc(-c2ccccc2)cc1,i,2,i,i,0.7,i,i,-29,-84,i,-15
Cc1cccc(CS(=O)(=O)c2ncc(Cl)c(C(=O)Nc3nnc(C(C)C)s3)n2)c1,i,60*,i,i,-1.4,i,i,25,-98,i,0
CSc1nc2ncnc(N)c2[nH]1,i,-5,i,i,-0.2,i,i,-13,9,i,3
COc1ccc(Cc2nnc(SCC(=O)Nc3ccc(C)cc3)n(N)c2=O)cc1,i,/,i,i,-0.5,i,i,/,-3,i,-1
O=C(Cn1c(NCCO)nc2ccccc21)NCCc1ccc(F)cc1,i,0,i,i,0.1,i,i,-10,-3,i,2
